# Screening results (PubChem BioAssay)
# uPA surface inh – inhibitors of cell surface uPA generation; cell surface uPA generation assay, qHTS; Potency, µM (series often up to 38.3 µM), without a hit: at the highest dose activity change, negative = inhibition, hits mostly inhibitors; 330,000 tested, 0.31% active; active = well fitted inhibition curve with a large enough effect; inconclusive = small, poorly fitted or top-dose-only effect; inactive = no such curve, though single readings can be large or run the other way; tested in mouse RAW 264.7 cells; also: % is scaled to controls: 0 for no effect and ±100 for the full control effect; nearly all actives have a fitted effect of over 55% in size
# BRCA1 expr up – activators of BRCA1 expression; 380,000 tested, 1.1% active; MCF7-BRCA1-FFLuc reporter, luminescence, 48 h; response scale: scaled: vehicle 0%, 10 µM genistein 100%; Potency, µM (series often up to 46.1 µM), without a hit: at the top dose activation, hits mostly activators; active = well fitted activation curve with a large enough effect; inconclusive = small, poorly fitted or top-dose-only effect; inactive = no such curve, though single readings can be large or run the other way; also: nearly all actives have a fitted effect of over 80% in size; some results filed as inactive show a strong effect at the top dose
#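 Reporter cells (MCF7, BRCA1 promoter-firefly luciferase) received library compounds across a concentration series for 48 h. End-point luminescence was measured and concentration-effect curves derived after normalization.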
# * hit, by the source's call; u = inconclusive; [ ] = remark or other dose. Potency is read from the fitted curve at half-maximal effect.
Structure | uPA surface inh | BRCA1 expr up
CC(C)C[C@@H](CO)NS(=O)(=O)c1c(F)cccc1F | 2% | 16%
Cc1cc(NC2=CC(=O)C(=O)c3ccccc32)no1 | -13% | -88%
O=C(Nc1csnn1)OCc1ccccc1 | 5% | u
O=C(NCc1cc(C(F)(F)F)cc(C(F)(F)F)c1)C1CC(c2ccccc2F)=NO1 (stereo not drawn) | 14% | 0%
CC1(C)COC(c2cccc([N+](=O)[O-])c2)OC1 | 2% | -2%
CCOc1ccccc1C1c2cc3c(cc2OC(C)(N2CCCC2)C1C)OCO3 (stereo not drawn) | -1% | 37%
CCOC(=O)C1OC1(c1ccccc1)c1ccccc1 (stereo not drawn) | -1% | -24%
Brc1ccc(CN2CCCCCC2)cc1 | 3% | 1%
COc1ccc(CC(=O)NCc2nnc(SCC(=O)N3CCN(c4ccccc4)CC3)n2C)cc1 | 5% | 2%
Cc1cccc(N2CCN(C(=S)c3ccc4c(c3)OCO4)CC2)c1 | u | -29%
CN1OC[C@@H]2CN(C(=O)CCc3ccccc3)[C@H](c3cccc(-c4ccc(C#N)cc4)c3)C[C@@H]21 | -5% | -17%
C=CCN1c2ccccc2[C@]23C[C@@H](C(=O)OC)N(C(=O)NC4CCCC4)C2=NC(C(=O)OC)=C(C(=O)OC)[C@H]13 | 7% | 158%
Cc1ccc(NC(=O)c2ncn(CCCNCc3ccccn3)n2)cc1C | -13% | 15%
Cc1c(-n2c(CN3C(=O)c4ccccc4C3=O)nc3ccccc3c2=O)c(=O)n(-c2ccccc2)n1C | 2% | -6%
CN1CCN(S(=O)(=O)c2cccc(C(=O)N(C)CC(=O)Nc3ccc(Cl)c(Cl)c3)c2)CC1 | -23% | -18%
S=c1cn[nH]c2ccccc12 | -9% | -25%
Cc1ccc(C(=O)N2[C@@H]3CN(C)C(=O)[C@@]2(C)[C@H]2C(=O)N(C)C(=O)[C@@H]32)cc1 | 4% | 0%
CC(C)n1c(CNC(=O)c2ccccc2F)nnc1SCC(=O)NC1CCCCC1 | 0% | 0%
CC(=NO)c1ccc2c(c1)C(=NO)c1ccccc1-2 | 2% | 102%
COc1ccc(-c2ccccc2)cc1NC(=O)c1ccncc1 | 3% | -22%
O=[N+]([O-])c1ccc2c(c1)CCN2 | -5% | 29%
CCC(C)Sc1nnc(NC(=O)c2ccco2)s1 (stereo not drawn) | -9% | 101%
C=CCOc1cccc(C(=O)N2CCCC(Nc3ccc(F)cc3)C2)c1 (stereo not drawn) | 1% | -23%
CN(C)N1C(=O)C2C3C=CC(O3)C2C1=O (stereo not drawn) | 3% | -4%
O=C1NCC(Nc2ccc(Br)cc2)C(=O)N1 (stereo not drawn) | 2% | -2%
N/C(=N\NS(=O)(=O)c1ccccc1)c1ccccn1 | 1% | 20%
O=S(=O)(Nc1ccc2ccccc2c1)N1CCCCC1 | -9% | -21%
CC1(CCOCc2ccccc2)NC(=O)NC1=O (stereo not drawn) | 2% | -9%
COc1c2c(c3c(c1OC)c(=O)c1ccccc1n3C)OCO2 | 2% | -3%
CCCN(CC(=O)Nc1ccccc1OC)CC(=O)c1c(N)n(Cc2ccccc2)c(=O)n(C)c1=O | u | 10%
Oc1ccccc1C=NN1CCCCCC1 | -1% | 36%
CCC(=O)c1ccc(OCC(=O)OC(C)C(=O)Nc2c(C)n(C)n(-c3ccccc3)c2=O)cc1 (stereo not drawn) | -2% | 14%
COc1cccc(C(CCc2cc(OC)c(OC)c(OC)c2)NC(C)=O)c1 (stereo not drawn) | 1% | -30%
Clc1ccccc1N=Nc1ccccn1 | 3% | -3%
O=C1NC(Cc2ccc(O)cc2)c2nc3cc(Cl)ccc3c(=O)n2-c2cc(Cl)ccc21 (stereo not drawn) | -24% | -55%
Cc1c(C=Nc2ccc(S(=O)(=O)CCO)cc2)c(O)[nH]c(=O)c1C#N | 1% | -23%

# Record cards, as listed above.
# Cc1c(C=Nc2ccc(S(=O)(=O)CCO)cc2)c(O)[nH]c(=O)c1C#N is entered as uPA surface inh: 1%; BRCA1 expr up: -23%
# N/C(=N\NS(=O)(=O)c1ccccc1)c1ccccn1 is entered as uPA surface inh: 1%; BRCA1 expr up: 20%

# Further structures:
Structure | uPA surface inh | BRCA1 expr up
O=C(NCCc1nc(-c2ccccc2Cl)no1)c1ccccc1 | 12% | -16%
Cc1cn(CC(=O)NCCCn2ccnc2)c(=O)[nH]c1=O | 4% | -2%
Cc1ccc(CSCC(=O)Nc2cc(S(=O)(=O)N3CCOCC3)ccc2OCC(F)(F)F)cc1 | -2% | -29%
COCCNC(=O)c1ccccc1N(Cc1ccccc1)S(=O)(=O)c1ccccc1 | 4% | -17%
O=CNc1c(Br)cc2c(c1Br)Cc1cc(Br)ccc1-2 | 0% | -67%
O=C(C=Cc1ccccc1)N1CCCCC1 | -2% | u
O=C(CC1Sc2ccccc2NC1=O)NNc1ccc(F)cc1 (stereo not drawn) | -8% | -5%
COc1ccc(CNC(=O)C2(CC3CC(c4ccccc4)=NO3)CCN(C(=O)c3cccc(O)c3)CC2)cc1 (stereo not drawn) | 5% | 0%
CSc1sc(C(=O)NN)c2c1C(O)CCC2 (stereo not drawn) | -2% | -12%
O=C(N/N=C\c1ccccc1)c1cccc(C(=O)N/N=C\c2ccccc2)n1 | -6% | 12%
O=C(O)C(c1ccccc1)C1(O)CCC1 (stereo not drawn) | 1% | 17%
O=C(COC(=O)c1c(Cl)cccc1Cl)NCC1CCCO1 (stereo not drawn) | -11% | -1%
O=C(O)C(SC(C(=O)O)c1ccccc1)c1ccccc1 (stereo not drawn) | 4% | -20%
Cc1cc(C)cc(Nc2ccc3nonc3c2[N+](=O)[O-])c1 | -2% | -3%
CC(NS(C)(=O)=O)C(c1cccs1)N1CCN(c2ccccc2F)CC1 (stereo not drawn) | 2% | -2%
Nc1c(Cl)cc(-c2csc(N3CCCC3c3nc4cc(Cl)c(N5CCCCC5)cc4n3CCOCCO)n2)cc1Cl (stereo not drawn) | 1% | 0%
COCCN1C(=O)N[C@@H](c2cccs2)C(C(C)=O)=C1C | 12% | -9%
CC(=O)Nc1ccc(NC(=O)c2cc(S(=O)(=O)N3CCCCC3)ccc2N2CCOCC2)cc1 | -5% | 0%
CCOC(=O)CN1C(=O)N[C@@H](c2cccc(C(F)(F)F)c2)[C@@H](C(=O)OC)[C@H]1C | 10% | -1%
O=C(Nc1ccc2c(c1)Cc1ccccc1-2)c1cc2ccccc2o1 | -5% | 40%
COc1cccc(C=NNC(=O)c2ccncc2)c1O | -14% | -91%[inhibitor]
O=C(CCN1CCCCC1)N1CCc2c([nH]c3ccccc23)C1c1cccnc1 (stereo not drawn) | 5% | -16%
COCC(=O)N1CCC2CC1c1c(-c3ccc(C(F)(F)F)cc3)cccc12 (stereo not drawn) | -13% | 1%
CN(c1ccccc1N(C)S(=O)(=O)c1ccccc1)S(=O)(=O)c1ccccc1 | 11% | 2%
Cn1c(OCc2ccc3c(c2)OCO3)nc2c1c(=O)n(Cc1cccc(Cl)c1)c(=O)n2C | 4% | -1%
N#CC1(Nc2ccc(Br)cc2)CCCC1 | -5% | -10%
O=C1C=C(c2cccnc2)CCC1 | 2% | 4%
CN(c1ccccc1)S(=O)(=O)c1ccc(NC(=O)c2ccc(F)cc2)cc1 | 3% | 0%
O=C1CC(c2ccccc2)=C(c2ccccc2)C1 | -4% | -19%
CC(=O)OC1CCC2C3CCC4=CC(=O)CCC4(C)C3CCC2(C)[C@]1(C)O (stereo partly drawn) | -3% | -3%
CC(=O)N1CCN(C(C)=O)c2ccccc21 | 5% | -22%
COc1ccc(OC)c(C2C/C(=N/O)C(C)C(c3cc(OC)ccc3OC)N2)c1 (stereo not drawn) | -5% | 43%
COc1ccc(C(CNC(=O)c2ccc(S(=O)(=O)Nc3cccc(C)c3C)cc2)N2CCOCC2)cc1 (stereo not drawn) | 5% | -33%
COC(=O)C1=C(C)N(Cc2ccccc2)C(=O)N[C@H]1c1ccco1 | 1% | -4%
O=S(=O)(c1cc(Cl)cc(Cl)c1)N1CCC2CC1c1cc(Cl)ccc12 (stereo not drawn) | 8% | -14%
CSc1nc(N)nc2c1ncn2C1OC(CO)CC1O (stereo not drawn) | 5% | -20%
O=C1OC(c2ccccc2)(c2ccccc2)c2ccccc21 | -3% | -22%
Cc1[nH]n2c(=O)cc(-c3ccc([N+](=O)[O-])cc3)nc2c1-c1ccccc1 | 3% | -92%
CCOC(=O)c1c2c(n(-c3ccc(OC)cc3)c1C)C(=O)C(=O)c1ccccc1-2 | -10% | -88%
O=C(NCCc1ccccc1)c1ccc(NC(=O)C2CCC2)cc1 | 0% | u
CN(Cc1ccccc1)C(=O)c1ccc(NC(=O)Cc2ccc(NC(=O)C3CCN(C(=O)CCc4ccccc4)CC3)cc2)cc1 | -17% | -14%
CC(=O)N1CCc2cc([N+](=O)[O-])ccc21 | -2% | 23%
Cc1nnc(SCC(=O)N2CCCC2)n1-c1ccc(F)cc1 | 0% | 0%
OCCN1CCSC1=S | -8% | 0%
CC(C)C(NC(=O)C1(NC(=O)OCc2ccccc2)CCCC1)C(=O)O (stereo not drawn) | 0% | 3%
CC(C)(C)S(=O)N1Cc2ccc(CO)cc2[C@H]1CCO (stereo partly drawn) | 14% | -9%
COC(C/C=C/C(=O)[C@@H](C)OCc1ccccc1)OC | u | 8%
CC1(c2nnc(Cc3ccccc3)o2)CC(c2c(Cl)cccc2Cl)=NO1 (stereo not drawn) | -10% | -8%
CC(C)(O)CN(C(=O)c1ccc([N+](=O)[O-])cc1)C1CCCC1 | 4% | -10%
O=C(Cc1ccc(S(=O)(=O)N2CCOCC2)s1)N1CCN(S(=O)(=O)c2ccccc2F)CC1 | -3% | -8%
CC(=O)OCC(=O)C1(O)CCC2C3CCC4C(OC(C)=O)C(=O)CCC4(C)C3C(=O)CC21C (stereo not drawn) | -2% | -4%
O=C(NNC(=O)c1cccc2ccccc12)c1cccc(Br)c1 | 0% | -2%
Cc1c(NC(=O)Nc2ccc(Cl)c(Cl)c2)sc(=S)n1C | 2% | -60%
CC(NC(=O)CN1C(=O)NC2(CCCCC2)C1=O)c1ccc(S(N)(=O)=O)cc1 (stereo not drawn) | 1% | -28%
COc1ccc(S(=O)(=O)N2CCOC2CNC(=O)C(=O)NCCCN2CCOCC2)cc1OC (stereo not drawn) | -3% | 5%
CCC(CC)CN1CCC(CN2C(=O)C(=O)NC[C@@H]2[C@@H](C)CC)CC1 | 8% | 0%
COC(=O)Cc1c(-c2[nH]c3ccccc3c2CC(=O)OC)[nH]c2ccccc12 | 1% | -75%
CC(C)n1cc2c(N)ncnc2n1 | -1% | -11%
O=C1C(Cl)=C(NCCCN2CCOCC2)C(=O)c2ccccc21 | -6% | -97%[inhibitor]
COc1ccc(CNC(=O)COC(=O)C2=Cc3ccccc3OC2)cc1 | 3% | -13%

# Remaining list, next part
Structure | uPA surface inh | BRCA1 expr up
Cc1nc2cc(C)c(C)cc2o1 | 4% | -10%
CN(Cc1ccccc1)C(=O)c1cccc(NC(=O)Cc2cccc(NC(=O)C3CCN(C(=O)c4ccccc4)CC3)c2)c1 | 1% | -2%
COc1cccc(C=Nc2cc(C(C)C)c(O)cc2C)c1O | 3% | -33%
CN1C[C@H]2CON(C)[C@H]2C[C@H]1c1cccc(-c2ccccc2)c1 | 16% | 6%
CC(C)(C)CC(C)(C)N=C1Nc2ccccc2NC12C[C@H]1CCC(=O)N3CC[C@@H](C2)[C@@H]13 (stereo partly drawn) | -2% | -5%
OCCNc1nc(Nc2ccccc2O)nc(N2CCCC2)n1 | 2% | -3%
Cc1ccc(S(=O)(=O)N2CCN(C(=O)COC(=O)COc3ccccc3C(C)C)CC2)c(C)c1 | 5% | 6%
O=C(Nc1ccccc1-c1nnn(CC(=O)N2CCCc3ccccc32)n1)c1cccc(Cl)c1 | 2% | -32%
CC(C)CCCCCCCCCCCCC(=O)NCC(=O)NC1C(O)C(O)C(Nc2ncnc3nc[nH]c23)OC1C(O)CO (stereo not drawn) | -14% | u
CC(=O)Nc1cc(F)c2c(c1F)Cc1cc(F)ccc1-2 | -3% | u
Cc1c2c(cc3c1[nH]c1ccccc13)C=NCC2 | 0% | -19%
CCCCCC(=O)N(Cc1ccccc1)c1c(N)n(CCOC)c(=O)[nH]c1=O | 0% | -1%
O=C1CC(c2ccccc2)(c2ccccc2)c2ccccc21 | 0% | -11%
Cc1[nH]c(=O)c(C#N)c(C)c1CSc1ncccn1 | -2% | -8%
CN(C(=O)C=Cc1ccco1)c1ccccc1 | -1% | 20%
Cc1ccc(S(=O)(=O)NCCC(=O)NCCc2ccccc2)cc1 | 2% | 32%
COc1ccc(Nc2nc(-c3cccs3)nc3ccccc23)cc1S(=O)(=O)N1CCOCC1 | -11% | -57%

# Rewritten with values under each structure: five of the compounds above.
# Below each compound – uPA surface inh, BRCA1 expr up
> O=C(NCCc1nc(-c2ccccc2Cl)no1)c1ccccc1
  12%, -16%
> CN1CCN(S(=O)(=O)c2cccc(C(=O)N(C)CC(=O)Nc3ccc(Cl)c(Cl)c3)c2)CC1
  -23%, -18%
> O=C(NCCc1ccccc1)c1ccc(NC(=O)C2CCC2)cc1
  0%, u
> CC(C)CCCCCCCCCCCCC(=O)NCC(=O)NC1C(O)C(O)C(Nc2ncnc3nc[nH]c23)OC1C(O)CO (stereo not drawn)
  -14%, u
> CC1(c2nnc(Cc3ccccc3)o2)CC(c2c(Cl)cccc2Cl)=NO1 (stereo not drawn)
  -10%, -8%

# A portion of the library, so the mix of outcomes need not match the whole.
